# D2 PAM: positively modulates the human D2 dopamine receptor allosterically; P14416; HEK293 T-REx D2, calcium flux, EC20 dopamine potentiation; potentiation, % at 10 µM; actives 0.34% (n = 340,000); AID 485347;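 active = potentiation over 3 SD above the plate norm, cut at about 30% in these data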; also: 0% is about no effect
# Target sequence (P14416 whole entry, looked up): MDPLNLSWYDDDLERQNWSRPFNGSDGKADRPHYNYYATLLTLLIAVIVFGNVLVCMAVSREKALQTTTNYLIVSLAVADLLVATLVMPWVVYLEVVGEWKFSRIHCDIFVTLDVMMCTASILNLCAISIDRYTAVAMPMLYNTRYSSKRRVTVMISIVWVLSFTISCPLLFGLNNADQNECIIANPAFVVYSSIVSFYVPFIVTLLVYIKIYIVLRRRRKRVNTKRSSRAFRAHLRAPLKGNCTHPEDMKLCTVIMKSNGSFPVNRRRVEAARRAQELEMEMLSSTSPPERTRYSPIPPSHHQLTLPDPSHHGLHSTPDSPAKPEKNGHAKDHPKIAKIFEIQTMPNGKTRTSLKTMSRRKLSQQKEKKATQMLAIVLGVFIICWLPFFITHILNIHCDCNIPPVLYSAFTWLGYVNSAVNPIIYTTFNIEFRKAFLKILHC
#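 Calcium flux readout, no-wash dye, 1 read/s. Inducible HEK293 Trex D2 line, overnight 30 C. Compound alone 180 s (agonist flags), then EC20 dopamine, another 180 s to score potentiation.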
# D2 agonist: D2 dopamine receptor (human) agonism | P14416 | HEK293 T-REx D2 cells, calcium flux agonist mode | activation, % at 2 µM | actives 0.53% (n = 340,000);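 active = activation over 3 SD above normal in the single-dose calcium agonist read, cut at about 30% in these data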; also: 0% is about no effect
#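 Tetracycline-induced HEK293 Trex cells with D2 receptor force-coupled to calcium signaling, plated overnight at 30 C and loaded with no-wash calcium dye. Calcium flux read kinetically for 180 s after compound addition; responses flag agonists.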
# D1 PAM: potentiators of human D1 dopamine receptor | P21728 | HEK293 TREx D1 cells, calcium flux, dopamine EC20 potentiation | potentiation, % at 10 µM | actives 0.036% (n = 360,000); in the data active = potentiation above about 30%; also: 0% is about no effect
# RXFP1 antag: antagonists of human relaxin receptor RXFP1 | HEK293-RXFP1, relaxin-stimulated cAMP HTRF, 30 min; stronger effect = lower value | activity change, negative = inhibition, % at 57.5 µM | actives 0.59% (n = 350,000) | AID 1259400;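 active = activity change of -60% or lower, but not beyond a set lower limit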; also: % is scaled to controls: 0 for no effect and ±100 for the full control effect
# TRHR ag: activates the human TRH receptor. activation, % at 2 µM. TRHR cells, calcium flux fluo-8, FDSS agonist mode. P34981. actives 0.18% (n = 360,000). AID 493084; also: 0% is about no effect
# Target sequence (P34981 whole entry, looked up): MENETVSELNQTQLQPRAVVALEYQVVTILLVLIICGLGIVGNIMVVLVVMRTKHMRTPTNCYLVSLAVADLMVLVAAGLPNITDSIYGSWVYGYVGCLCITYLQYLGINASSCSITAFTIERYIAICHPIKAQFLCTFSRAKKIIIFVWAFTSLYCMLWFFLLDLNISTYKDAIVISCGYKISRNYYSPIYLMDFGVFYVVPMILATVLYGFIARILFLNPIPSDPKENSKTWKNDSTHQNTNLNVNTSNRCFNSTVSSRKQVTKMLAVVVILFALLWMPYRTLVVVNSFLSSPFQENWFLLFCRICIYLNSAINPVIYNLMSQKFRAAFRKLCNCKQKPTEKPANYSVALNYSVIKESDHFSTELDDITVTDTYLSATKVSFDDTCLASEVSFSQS
#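 Steps: seed TRHR cells overnight; add fluo-8 no-wash Ca dye, RT 30 min–1.5 h; record 10 s baseline; pin-transfer compounds; monitor fluorescence 1 cycle/s for the agonist window. Calcium increases flag candidate agonists.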
# TRHR enhancer: allosteric enhancers of human TRH receptor; enhancement, % at 2 µM; actives 0.66% (n = 360,000); TRHR cells, fluo-8 calcium fluorescence, EC20 TRH enhancement; AID 493056; in the data active = enhancement above about 30%; also: 0% is about no effect
#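 Enhancer read-out: after compound pinning and an initial kinetic agonist-mode read, an EC20 of TRH (10 nM final) was injected and fluo-8 calcium signal (Ex 480/Em 530) followed at 1 s/cycle for 100 cycles in TRHR-expressing cells.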
# D1 agonist: agonists of human D1 dopamine receptor. P21728. HEK293 T-REx D1 cells, calcium flux, agonist mode. activation, % at 2 µM. actives 1% (n = 360,000); also: 0% is about no effect
#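 Tetracycline-induced HEK293 TREx D1 cells, force-coupled to calcium signalling, were dye-loaded with a no-wash calcium kit. Compound was pin-added after a 10 s baseline. Fluorescence was read kinetically at 1 cycle/s for 180 s, with calcium rises flagged as agonism.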
# D1 antagonist: antagonists of human D1 dopamine receptor; P21728; AID 504652; activity change, negative = inhibition, % at 10 µM; HEK293 TREx D1 cells, calcium flux, dopamine EC80; stronger effect = lower value; actives 3.2% (n = 360,000); in the data active = activity change below about -30%; also: % is scaled to controls: 0 for no effect and ±100 for the full control effect
#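 Antagonism measured as reduced calcium response to an EC80 dopamine addition following 180 s compound pre-read; cells were inducible HEK293 Trex D1 plated overnight at 30 C, read kinetically at 1 cycle/sec.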
# D2 antag: D2 dopamine receptor (human) antagonism; actives 2% (n = 340,000); inhibition, % at 10 µM; AID 485344; HEK293 TREx D2 cells, calcium flux, dopamine EC80; in the data active = inhibition above about 30%; also: 0% is about no effect
#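 Read-out: kinetic calcium fluorescence (1 cycle/s) in inducible HEK293 T-REx D2 cells after an EC80 dopamine addition that followed 180 s compound preincubation. Loss of the dopamine response indicates antagonism.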
# The depositor's hits bear a star; . = not tested or not shown; & = joins results of further samples; ! = not active in a repeat. Rule as the data show it, unless noted: active = activation above about 30%; inactive = the rest.
SMILES,D2 PAM,D2 agonist,D1 PAM,RXFP1 antag,TRHR ag,TRHR enhancer,D1 agonist,D1 antagonist,D2 antag
COc1ccc(N/C=C2/CCCCC2=O)cc1,0,-0.1,-2,0,-0.5,4,3,3,15
Cc1cc2cc(C(c3nnnn3C(C)(C)C)N(Cc3ccco3)CC3CCCO3)c(=O)[nH]c2cc1C (centres undefined),-4,-0.2,-5,6,0.4,-9,2,14,-5
COc1ccc(S(=O)(=O)N2CCOCC2)cc1NC(=O)Cn1nnc2ccccc2c1=O,-6,0.1,3,8,-0.8,-1,0,3,-3
O=C(NCCCn1ccnc1)/C(=C/c1cccs1)NC(=O)c1ccco1,-3,-1.4,-5,1,-0.1,-3,0,-7,-7
c1ccc2c(c1)nc(NC1CCCCC1)c1nncn12,23,4.2,2,.,0.2,2,0,2,8
COc1ccc(CCNC(=O)CN2C(=O)COc3ccc(S(=O)(=O)N4CCCCCC4)cc32)cc1OC,5,-0.8,-1,.,-1.6,-7,17,-3,.
COc1ccc(S(=O)(=O)N(C)c2ccc(C(=O)NCCC(C)C)cc2)cc1,5,-2.9,-7,-12,-0.9,-2,11,-1,7
O=C(CSCc1cccc(F)c1)NCc1ccccc1,12&-19,-0.6&1.3,-7&-1,11&2,0.3&-0.8,3&-2,4&-2,-4&-19,5
Cc1ccc(S(=O)(=O)NCCC(=O)Nc2cccc(S(N)(=O)=O)c2)cc1C,-4,0.1,-5,-10,0.7,-1,3,5,0
O=C(CCn1c(=O)[nH]c2ccccc2c1=O)N1CCN(c2ccc(Cl)cc2)CC1,5,0.4,-4,0,-0.5,27,6,-32*,8

# Looked up one by one from the list above (four):
SMILES,D2 PAM,D2 agonist,D1 PAM,RXFP1 antag,TRHR ag,TRHR enhancer,D1 agonist,D1 antagonist,D2 antag
O=C(CSCc1cccc(F)c1)NCc1ccccc1,12&-19,-0.6&1.3,-7&-1,11&2,0.3&-0.8,3&-2,4&-2,-4&-19,5
COc1ccc(CCNC(=O)CN2C(=O)COc3ccc(S(=O)(=O)N4CCCCCC4)cc32)cc1OC,5,-0.8,-1,.,-1.6,-7,17,-3,.
O=C(CCn1c(=O)[nH]c2ccccc2c1=O)N1CCN(c2ccc(Cl)cc2)CC1,5,0.4,-4,0,-0.5,27,6,-32*,8
Cc1ccc(S(=O)(=O)NCCC(=O)Nc2cccc(S(N)(=O)=O)c2)cc1C,-4,0.1,-5,-10,0.7,-1,3,5,0

# Remaining list, next part
SMILES,D2 PAM,D2 agonist,D1 PAM,RXFP1 antag,TRHR ag,TRHR enhancer,D1 agonist,D1 antagonist,D2 antag
FC(F)(F)c1cccc(Cc2noc(CN3CCC(N4CCCCC4)CC3)n2)c1,4,1.5,-4,2,0.0,0,2,-4,-2
O=[N+]([O-])c1ccc(N/N=C/c2cccnc2)cc1,13,-0.7,4,-9,4.6,2,15,15,-8
COc1cc(-c2nc(=S)[nH][nH]2)cc(OC)c1OC,9,0.9,-8,-4,0.2,-2,0,0,-20
CC(C)Nc1nc(-c2ccncc2)nc(-c2ccc(Cl)cc2)c1C#N,7,0.0,0,7,-2.9,2,3,0,-5
O=C(Nc1ccnn1C1CCN(Cc2c[nH]c3ccccc23)CC1)c1ccccc1,7,0.4,-9,-16,0.7,3,1,7,10
Cc1ccc(S(=O)(=O)NNC(=S)Nc2ccccc2)cc1,0,.,-8,-5,0.7,-4,2,-5,-2
Cc1cc(C=C2C(=O)c3ccccc3C2=O)c(C)n1-c1ccccc1,14,3.8,-3,-8,6.0,-9,33*,-1,2
CCCNC(=O)NC(=O)CSc1ccc(C)cc1C,1,0.1,-7,-7,1.3,3,7,2,14
CCOc1ncccc1C(=O)NCCc1ccc(S(N)(=O)=O)cc1,12,-0.1,-3,17,-0.2,-4,-2,-16,0
CCN1CCN(Cc2c(O)ccc3c(=O)c(-c4ccc(OC)c(OC)c4)c(C(F)(F)F)oc23)CC1,-1,0.2,4,-1,0.0,0,2,11,3
COC(=O)C1CCN(c2cc(Cl)nc(N)n2)CC1,3,-0.2,-1,-17,0.0,-5,-1,-13,9
CCC(=O)C1=C(c2ccc(Cl)cc2)N(C(=O)CC)n2c(C)nnc2S1,.,-0.2,-3,-7,-0.1,-7,3,.,.
CCNc1ccc(C(=O)OCC(=O)NCc2ccc(C)cc2)cc1[N+](=O)[O-],5,-0.6,-6,-2,-0.2,-1,0,-2,-18
COc1ccc(C(=O)COC(=O)CNS(=O)(=O)c2ccc(C)cc2)cc1,9,0.6,-2,-16,0.2,-3,3,-3,-2
COc1cc(CSc2nnnn2-c2ccc(C)cc2)cc(OC)c1OC,3,-0.9,0,-16,-0.1,-3,39*,-7,17
Cc1[nH]c2ccccc2c1C(=O)C(=O)N1c2ccccc2CC1C (centres undefined),-2,0.8,0,-23,0.3,-2,10,-11,0
CCOc1ccc2nc(SCC(=O)N3CCCc4ccccc43)sc2c1,-3,0.3,-6,6,1.4,-5,7,8,-16
CCc1ccc(NS(=O)(=O)c2c(C)noc2C)cc1,12,-0.9,-4,0,0.2,0,1,3,10
Cc1ccccc1N(CC(=O)Nc1ccc(S(=O)(=O)N2CCOCC2)cc1)S(C)(=O)=O,-1,-0.5,-3,-23,0.7,-6,2,-9,14
CSC1=C(C#N)C(c2ccccc2)C(C(C)=O)=C(C)N1 (centres undefined),-9,-0.9,4,3,-0.3,10,0,4,8
CC(C)[C@H](NC(=O)OCc1ccccc1)C(=O)OCc1cc(=O)oc2cc(O)ccc12,13,-0.6,-4,-6,-0.7,1,3,-21,0
Fc1ccccc1COc1ccccc1CNCc1ccncc1,-6,0.3,0,2,0.4,8,10,-14,-12
O=C(NCCc1ccc(Cl)cc1)Nc1ccc(Cl)cc1,-14,-0.5,-2,-5,-1.1,-1,7,-34*,4
COc1ccc2cc(C3CC(c4ccco4)=NN3S(=O)(=O)c3ccccc3)c(Cl)nc2c1 (centres undefined),-16,0.2,5,-9,0.0,4,5,-1,-1
COc1ccc(N(CC(=O)NCc2ccccc2OC)S(=O)(=O)c2ccc(C)cc2)cc1Cl,-7,0.4,1,-5,0.6,-6,5,-22,-16
O=C(COc1ccccc1)NCC(=O)N/N=C/c1ccc(O)cc1O,16,-0.4,6,25,-0.2,-2,1,1,-9
NS(=O)(=O)c1ccc(NC(=S)N2CCN(Cc3ccc4c(c3)OCO4)CC2)cc1,7,0.8,-3,3,0.5,28,0,-8,-14
COc1ccc(OC)c(CNC(=O)Cn2nc(C)c3c(C)n(-c4ccc(C)cc4)nc3c2=O)c1,-9,0.4,-7,16,-2.3,-20,0,0,30*
CCCCOc1cccc(C2/C(=C(\O)c3ccc4c(c3)OCCO4)C(=O)C(=O)N2CCN2CCOCC2)c1 (centres undefined),2,0.3,1,2,-1.0,-3,6,6,5
CC(C)(C)c1ccc(C(=O)Nc2ccc(CC(=O)O)cc2)o1,2,-0.3,0,-16,1.3,6,-1,-2,11
O=C(O)C1C2CCCCC2=C2CCCCC2C1C(=O)O (centres undefined),16,0.2,-10,4,0.9,1,5,-14,1
CC(c1cccs1)N(Cc1ccco1)C(=S)Nc1ccccc1Cl (centres undefined),4,-0.3,-5,-17,-0.1,-2,2,6,-14
O=C(COC(=O)C1CC2C=CC1C2)Nc1ccccc1 (centres undefined),12,0.1,-3,10,0.1,-2,2,-18,-5
CC(C)N(CCCNC(=O)Cn1ncc2c([nH]c3ccccc32)c1=O)Cc1ccccc1,29&1,0.6&-0.7,-2&2,-75*!,0.8&-0.3,6&10,2&-1,11&13,-19
CCCOc1ccc(N2C(=O)CC(S/C(N)=N/N=C(\C)c3cccs3)C2=O)cc1 (centres undefined),1,0.2,-7,-2,-0.4,-3,1,-2,-11
O=c1c2c3c(sc2nc2n1CCCCC2)CCC3,15,0.3,-6,-5,-0.2,15,0,-2,20
O=C(COc1ccccc1F)Nc1ccc2nc(SCC(=O)N3CCCC3)sc2c1,-22,-0.9,-2,-17,0.0,-2,0,-3,.
CCN(CC)CCCNC(=S)Nc1ccc(Br)cc1,7,0.6,12,0,-0.2,0,1,-8,1
CC(C)CC(=O)Nc1ccc(C(=O)Nc2cccc(O)c2)cc1,3,.,-3,-1,-0.8,14,1,-1,.
CC(=O)N/C(=C/c1ccccc1)C(=O)N1CCCCC1,-1,-0.5,0,-12,-0.1,-1,2,-8,-9

# Whole records from above. Order of screens: D2 PAM	D2 agonist	D1 PAM	RXFP1 antag	TRHR ag	TRHR enhancer	D1 agonist	D1 antagonist	D2 antag
# Shown for CC(c1cccs1)N(Cc1ccco1)C(=S)Nc1ccccc1Cl (centres undefined) → 4	-0.3	-5	-17	-0.1	-2	2	6	-14
# Shown for CCCOc1ccc(N2C(=O)CC(S/C(N)=N/N=C(\C)c3cccs3)C2=O)cc1 (centres undefined) → 1	0.2	-7	-2	-0.4	-3	1	-2	-11
# Shown for CC(=O)N/C(=C/c1ccccc1)C(=O)N1CCCCC1 → -1	-0.5	0	-12	-0.1	-1	2	-8	-9

# Remaining list, next part
SMILES,D2 PAM,D2 agonist,D1 PAM,RXFP1 antag,TRHR ag,TRHR enhancer,D1 agonist,D1 antagonist,D2 antag
CCC(=O)c1ccc(OCC(=O)N2CCN(S(=O)(=O)c3ccc(Cl)s3)CC2)cc1,9,0.0,-6,-8,0.4,1,12,-9,-7
COc1cccc(C2C(C(=O)Nc3ccccc3)=C(C)N=c3s/c(=C/c4ccc(OCC(=O)O)cc4)c(=O)n32)c1 (centres undefined),1,0.3,0,16,1.0,-12,5,-13,4
COCCCNC(=O)Cn1c(=O)oc2cc(S(=O)(=O)N3CC(C)CC(C)C3)ccc21 (centres undefined),-8,-0.2,1,6,0.2,-5,0,-2,-20
O=C(CSc1ncccc1C(=O)O)NCc1ccc(F)cc1,17,1.3,-8,-5,-0.1,-8,2,13,-4
O=C(COc1ccc(F)cc1)Nc1ccc2nc(SCCOc3ccccc3)sc2c1,-1,2.8,0,.,2.1,7,12,-12,.
COC(=O)CCc1cccc(CCC(=O)OC)c1,3,-0.9,1,.,-0.6,-3,0,-1,2
C/C(=N\N)c1c(-c2ccccc2)c2cc(Br)ccc2[nH]c1=O,6,1.1,-3,-6,5.0,-4,1,7,-20
COC(=O)CN(c1cccc(C)c1)S(=O)(=O)c1ccccc1,6,-0.2,-3,10,-2.7,20,3,-12,-19
CCC(SCC(=O)OC)C(=O)Nc1nnc(C(C)C)s1 (centres undefined),0,1.6,.,9,0.1,7,3,15,-6
Cc1cc(NC(=O)COC(=O)[C@@H](NS(=O)(=O)c2ccc(Br)cc2)C(C)C)no1,.,.,-3,1,-0.6,2,3,1,.
O=C(Cc1cccs1)Nc1cccc(-c2nc3ccccc3[nH]2)c1,-4,-0.9,-10,.,-1.5,1,2,-14,1
O=C(c1ccc(-c2ccccc2)cc1)c1ccc([N+](=O)[O-])cc1,-9,-0.2,21,.,0.2,-4,9,7,-7
O=C(CCCC(=O)N(CC(=O)NC1CCCC1)Cc1ccc(F)cc1)Nc1ccccn1,0,0.4,-5,-20,-0.4,-2,-1,-18,-4
Cc1nc2ccc(S(=O)(=O)N(C)CC(=O)Nc3ccc(C(C)C)cc3)cc2s1,13,1.4,-2,-9,-0.7,1,8,-7,.
COc1ccc(CSc2nc(C)cc(=O)[nH]2)cc1,-5,0.6,-3,3,0.3,-1,5,-5,-4
